# EWS-Fli block – inhibitors of EWS/Fli oncoprotein transcriptional activity; A673 NR0B1-luciferase reporter, viability-normalised; 0.67% of 350,000 active; AID 651661; inhibition, % at 12.6 µM;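 active = mean inhibition of at least 50% after viability correction, with every replicate also passing that limit; inconclusive = mean reaches 50% but only one of two replicates passes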;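 note: firefly luciferase signal divided by Alamar Blue viability fluorescence both relative to DMSO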
# DENV2 CPE – DENV2-induced cell death inhibition; AID 651640; CPE inhibition, % at 9.99 µM; DENV2-infected cells, cytopathic effect rescue, plate reader; 1.7% of 350,000 active; in the data active = CPE inhibition above about 20%, passing the limit was not always enough; inconclusive = no clear call, values can overlap the other calls; tested in BHK-21 cells;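 note: 0% = median of neutral control wells and 100% = median of positive control wells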
# FN deposition inh – fibronectin deposition inhibition | AID 743247 | inhibition, % at 12.6 µM | 0.086% of 350,000 active | AH1F fibroblasts, Alexa488-fibronectin deposition fluorescence, overnight;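 active = mean inhibition across replicates of 30% or more, regardless of how many single replicates reach that level; inconclusive = mean under 30% yet at least half of replicates reach 30%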;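 note: positive control wells lacked labelled fibronectin entirely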
#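 Test system: AH1F fibroblast monolayer depositing Alexa488-labelled fibronectin into matrix. Input: 10000 cells per well. Technique: fluorescence, ex 485 nm, em 525 nm. Buffer or medium: DMEM plus 2% serum, read in PBS. Timing: 1 h cell adhesion before compound, then overnight fibronectin incubation. Compound: single dose, pinned. Read-out basis: inhibition from reduced deposited-fibronectin fluorescence.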
# PAX8 inh HTS – inhibitors of PAX8 transcriptional activity in RMG-I cells. RMG-I TPO-luciferase reporter, SteadyGlo, 24 h. inhibition, % at 12.6 µM. 1.2% of 360,000 active;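 active = mean replicate inhibition at least 60% with every replicate also reaching 60%; inconclusive = only one of the two criteria is met; inactive = mean below 60% and not all replicates reaching 60%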;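 note: luciferase light reporting Pax8 driven TPO promoter activity; plate controls were median of neutral control wells for no effect and mitoxantrone controls for full effect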
# CFTR F508del cor – CFTR F508del correction in bronchial cells; CFBE cells, YFP halide quenching; stimulated with forskolin plus potentiator P3; % fluorescence drop versus neutral controls; activity (quench increase), % at 7.58 µM; 0.36% of 350,000 active; AID 720511;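 active = mean added fluorescence quench of at least 8% versus neutral control, with both replicates also reaching 8%; inconclusive = only one of the mean or replicate conditions met; inactive = mean below 8% and not both replicates reaching 8%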;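 note: cells transiently co-express mutant CFTR-F508del with the halide-sensitive YFP; corrector assay measuring rescue of mutant channel to the surface after 24 h compound exposure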
# INS-1E GSIS act – primary screen for activators of insulin secretion dependent on glucose, INS-1E cells, GLuc reporter luminescence; INS-1E GLuc reporter insulin secretion, 2-3 h; 0.61% of 370,000 active; activation, % at 16.6 µM;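 active = lowest replicate activation of at least 40%, so every replicate reaches that level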;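 note: 0% = median of neutral control wells and 100% = median of IBMX positive control wells; some compounds called inactive have numbers as strong as hits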
# miR-122 sensor – miR-122 inhibition in Huh7 cells | 0.3% of 340,000 active | activation (reporter increase), % at 12.5 µM | Huh7 miR-122 Renilla luciferase sensor, 48 h; neutral wells = 0, positive control = 100;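 active = mean replicate activation score at least 90 and every replicate individually at or above 90; inconclusive = only one of the two criteria met; inactive = neither criterion met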;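 note: higher luciferase means less miR-122 activity so hits act as miR-122 inhibitors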
# * marks the source's active call; other numbers are inactive results; ? = inconclusive; nt = no result given; & = joins results of further samples; [ ] = another dose, or the depositor's remark.
# Values in the order – EWS-Fli block	DENV2 CPE	FN deposition inh	PAX8 inh HTS	CFTR F508del cor	INS-1E GSIS act	miR-122 sensor
1: CCOC(=O)c1[nH]c(C)c(C(=O)N2CCc3c([nH]c4ccccc34)C2c2ccccn2)c1C (stereo not drawn)
  18	nt	3	-1	-5.3	-16	nt
2: O=C(O)[C@H](Cc1ccccc1)Nc1ccc([N+](=O)[O-])cn1
  -12	0	-2	9	1.5	5	-1
3: OCCN1CCN(c2ncnc3c2ncn3[C@H]2CN(Cc3ccncc3)C[C@@H](CO)O2)CC1
  -8	-4	-10	-16	-3.2	24	-15
4: Cc1cccc(OCC(=O)N/N=C/c2sc(=O)n(Cc3cccc(C(=O)O)c3)c2Cl)c1
  0	8	1	-22	-2.2	-7	-3
5: COc1ccc(C2C(C(=O)c3ccco3)=C(O)C(=O)N2CC2CCCO2)cc1 (stereo not drawn)
  -7	14	-4	12	0.0	nt	24
6: CNC[C@@H]1OCCCC[C@@H](C)Oc2ccc(NC(=O)CCCN(C)C)cc2C(=O)N([C@@H](C)CO)C[C@H]1C
  -7	?	nt	-18	3.5	2	0[16.7 µM]
7: CC(C)(C)n1nnnc1C(C1CC1)N1CCN(C/C=C/c2ccccc2)CC1 (stereo not drawn)
  3	12	6	6	-0.8	-24	-4
8: CCCN(C)C[C@@H]1OCCCC[C@H](C)Oc2ccc(NC(=O)Nc3cccc4ccccc34)cc2C(=O)N([C@H](C)CO)C[C@@H]1C
  nt	5	nt	5	0.8	-14	nt
9: C[C@@H]1CCCCO[C@@H](CN(C)S(=O)(=O)c2cccs2)[C@H](C)CN([C@H](C)CO)C(=O)c2cc(NS(=O)(=O)c3ccccc3)ccc2O1
  11	?	-14	49	0.8	-45	-12[16.7 µM]
10: O=S(Cc1ccc(Br)cc1)Cc1nnc(SCc2c(F)cccc2Cl)n1-c1ccccc1 (stereo not drawn)
  nt	nt	-12	22	nt	-37	nt
11: Cc1cccc(-c2nc3sc(C)cc3c(=O)o2)c1
  -8	-3	0	-12	2.1	6	27
12: CCCN1C[C@H](C)[C@@H](OC)CN(C)C(=O)c2ccc(NC(=O)C3CCC3)cc2OC[C@H]1C
  1	-7	3	nt	-0.1	16	0[16.7 µM]
13: C[C@@H]1CN([C@@H](C)CO)C(=O)c2cccc(NC(=O)C3CCCCC3)c2O[C@H]1CN(C)S(C)(=O)=O
  -4	8	-3	3	0.9	8	-8[16.7 µM]
14: C[C@@H]1CCCCO[C@H](CN(C)S(=O)(=O)c2ccc(F)cc2)[C@H](C)CN([C@H](C)CO)C(=O)c2cc(NS(=O)(=O)c3ccc(F)cc3)ccc2O1
  13	-12	5	31	0.3	-45	-2[16.7 µM]
15: CCOC(=O)C1CCN(c2c(NCc3ccc(N(C)C)cc3)c(=O)c2=O)CC1
  6	-3	5	-3	-0.8	16	-4
16: O=C(NCc1cccs1)c1ccncc1
  nt	nt	-8	6	nt	nt	-5
17: O=C(Cc1cccc2ccccc12)N/N=C/c1ccc(O)c([N+](=O)[O-])c1
  -10	8	0	4	-0.8	-8	nt
18: O=C(C[C@H]1C[C@H]2c3cc(NC(=O)Nc4ccccc4)ccc3O[C@H]2[C@@H](CO)O1)NCCN1CCCCC1
  -2	-3	nt	-20	-0.5	0	-5[16.7 µM]
19: COc1ccc(-c2ccc3c(c2)[C@@H]2[C@@H](CCN2S(=O)(=O)c2ccccc2C)[C@H](CO)N3)cc1
  1	-5	-1	34	2.7	16	-9[16.7 µM]
20: O=C(Cn1nnc(N2CCCCC2)n1)c1ccc(Cl)c(Cl)c1
  9	9	-14	-3	-1.6	4	-2
21: C[C@@H]1CN([C@H](C)CO)C(=O)c2cccc(NC(=O)C3CCCCC3)c2O[C@@H]1CN(C)S(=O)(=O)c1cccs1
  -2	1	nt	10	-1.1	-21	-8[16.7 µM]
22: C/C=C/c1ccc([C@H]2[C@@H](C#N)N(C(=O)NC3CCCC3)[C@H]2CO)cc1
  0	-12	2	24	-0.7	7	nt
23: CCOC(=O)C1=CC[C@@H](c2ccc(F)cc2)N(S(=O)(=O)c2ccc(C)cc2)[C@H]1c1ccccc1
  10	5	1	15	-1.9	-12	5
24: C/C(=N\NC(=O)COc1ccccc1-c1ccccc1)c1cccnc1
  0	-4	-3	14	-1.9	-45	nt
25: COc1ccc(NS(=O)(=O)c2ccc(OC)c(NC(=O)CCC3CCCCC3)c2)cc1
  nt	nt	-2	-3	nt	-12	48
26: NS(=O)(=O)c1cccc(NC(=O)COC(=O)CCSc2ccccc2)c1
  nt	nt	-5	4	nt	-1	-2
27: O=c1c2c(n3cnnc3n1-c1ccccc1)-c1ccccc1CC21CCCC1
  15	1	7	2	nt	nt	nt
28: O=C(C[C@H]1CC[C@@H](NC(=O)Cc2ccccn2)[C@H](CO)O1)NCCCN1CCOCC1
  1	1	8	-4	-2.0	11	nt
29: C[C@H]1CN([C@@H](C)CO)C(=O)Cc2cc(NC(=O)C3CC3)ccc2O[C@H]1CN(C)C
  nt	-2	6	-5	-0.5	14	-1[16.7 µM]
30: Cc1ccc(OCCNC(=O)c2cc(C(=O)NCCOc3ccc(C)cc3)cc([N+](=O)[O-])c2)cc1
  12	-5	-6	28	3.2	-14	1
31: Nc1c(Cl)ncnc1NCC(O)CO (stereo not drawn)
  3	-3	-1	-6	-0.8	1	nt
32: Cc1ccccc1OCC(=O)NNC(=O)c1cc(S(=O)(=O)N2CCOCC2)ccc1N1CCCC1
  -3	-5	1	0	-2.6	3	nt
33: O=C(COC(=O)c1cccc(Br)c1)NCCNC(=O)COC(=O)c1cccc(Br)c1
  3	11	2	0	-1.5	4	-3
34: O=C1CC(C(=O)O)S/C(=N\NC(=O)c2ccc(F)cc2)N1 (stereo not drawn)
  -5	?	9	3	4.2	6	25
35: CCNC(=O)N(CC)C[C@H]1N[C@@](C)(C(=O)OC)[C@H]2C(=O)N(C)C(=O)[C@@H]12
  3	46*	1	2	-4.2	8	-2
36: Cc1c(Cl)cccc1NC(=S)NCCN1CCOCC1
  nt	nt	3	-13	nt	21	nt
37: C[C@@H]1CN([C@H](C)CO)C(=O)Cc2cc(NS(C)(=O)=O)ccc2O[C@@H]1CN(C)C(=O)Nc1cccc2ccccc12
  nt	2	nt	10	0.3	-1	-9[16.7 µM]
38: COc1cc(C(=O)N2CCN(C(=O)C3COc4ccccc4O3)CC2)cc(OC)c1OC (stereo not drawn)
  3	-4	6	8	-1.1	23	-4
39: COc1ccccc1CC(NC(C)=O)C(=O)N1CCN(C(=O)Nc2ccccc2Cl)CC1 (stereo not drawn)
  1	nt	nt	nt	-1.7	-6	-3
40: Cc1noc(C)c1NC(=O)Nc1ccc2c(c1)C(=O)N([C@H](C)CO)C[C@@H](C)[C@@H](CN(C)C(=O)NC(C)C)OCCCC[C@@H](C)O2
  -10	?	3	-6	-2.8	24	15[16.7 µM]
41: COc1cccc(/C=N/NC(=S)NCCc2ccccc2)c1OC
  6	1	12	5	1.2	2	4
42: CC(C)(C)CC(C)(C)c1ccc(O)c(CN2CCN(CCC#N)CC2)c1
  nt	nt	nt	16	nt	27	-3
43: CCCn1c2ccccc2c2cnn(CC(=O)N3CCOCC3)c(=O)c21
  nt	-6	3	-9	4.9	-13	1
44: C[C@@H]1CN([C@@H](C)CO)C(=O)c2cccc(NC(=O)C3CCOCC3)c2O[C@@H]1CN(C)C(=O)Nc1ccc(F)cc1
  -5	-1	nt	5	0.2	9	2[16.7 µM]
45: Cc1ccc(-c2ccc3c(c2)O[C@H](CN(C)C(=O)Nc2ccc(C(F)(F)F)cc2)[C@H](C)CN([C@H](C)CO)S3(=O)=O)cc1
  14&5	6&9	-5	18	2.5&-4.6	-2	6[16.7 µM]
46: C/C(=N\NC(=O)COc1ccccc1-c1ccccc1)c1ccccn1
  0	3	-3	81*	-3.4	10	5
47: Cc1ccc(NC2CCCN(C(=O)CCCN3CCCCC3=O)C2)cc1C (stereo not drawn)
  nt	-2	-44	-10	1.7	-13	0
48: COc1cc2sc3ccc(C#Cc4ccc(N)cc4)cc3c(=O)c2cc1OC
  21	nt	0	57	-0.2	58*	nt
49: CCOC(=O)c1nn(-c2ccccc2)c(=O)c2c(NC(C)=O)scc12
  3	1	-7	0	-2.5	10	nt
50: COc1ccc(CN(C)CC(=O)Nc2sc3c(c2C#N)CCC3)c(OC)c1
  7	0	nt	13	-0.9	0	nt
51: Cn1nnnc1SCCNC(=O)C1CCC(=O)N(Cc2ccccc2F)C1 (stereo not drawn)
  4	-6	17	-11	0.2	15	-4
52: CO[C@H]1CN(C)C(=O)c2cc(NS(=O)(=O)c3cccc(Cl)c3)ccc2OC[C@@H](C)NC[C@@H]1C
  5	14	3	nt	2.3	2	41[16.7 µM]
53: O=c1oc2cc(OCc3ccc([N+](=O)[O-])cc3)ccc2c2c1CCCC2
  nt	nt	2	3	nt	nt	-5
54: COCc1cc(CN2CCCC(C(=O)c3cccc(C(F)(F)F)c3)C2)ccc1OC (stereo not drawn)
  18	9	-25	6	0.9	-4	23
55: Cc1cc(C)c(S(=O)(=O)c2ccccc2F)c(=O)[nH]1
  7	-5	-3	-13	nt	6	5
56: COCCN1CC(C(=O)NCCc2nc(C)c(C)s2)CCC1=O (stereo not drawn)
  nt	-3	10	-2	-2.4	3	-2
57: CN(C)C(=O)c1cccc(-c2cccc(-c3nc(C(=O)NCc4ccccc4)cc4c3[C@H](CCO)N(S(=O)C(C)(C)C)C4)c2)c1 (stereo partly drawn)
  5	2	-2	4	-2.0	7	-4
58: C[C@H]1CN([C@@H](C)CO)C(=O)c2cc(NC(=O)Cc3cn(C)c4ccccc34)ccc2O[C@H]1CN(C)CC1CC1
  5	15	-8	26	1.5	0	-4[16.7 µM]
59: CN(C)c1ccc2c(c1)[C@H]1C[C@@H](CC(=O)NCc3ccc4c(c3)OCO4)O[C@@H](CO)[C@H]1O2
  1	-2	nt	3	-0.1	-16	-4[16.7 µM]
60: CCN(C(=O)CN1C(=O)S/C(=C\c2ccc(Cl)cc2)C1=O)C1CCS(=O)(=O)C1 (stereo not drawn)
  -3	-3	-5	14	3.1	-11	-2

# More entries.
# Values in the order – EWS-Fli block	DENV2 CPE	FN deposition inh	PAX8 inh HTS	CFTR F508del cor	INS-1E GSIS act	miR-122 sensor
61: Cc1cccc(-n2ncc3c(N)ncnc32)c1
  nt	nt	-4	-112	nt	nt	1
62: O=S(=O)(Nc1cc(Cl)cc(Cl)c1)N1CCOCC1
  10	-2	5	-5	1.1	-16	nt
63: CC(C)NC(=O)N(C)C[C@@H]1Oc2ccc(NC(=O)Nc3ccc(F)cc3)cc2CC(=O)N([C@H](C)CO)C[C@@H]1C
  -4	-3	nt	-22	1.7	18	1[16.7 µM]
64: CCOc1ccccc1NC(=O)Cn1nnc(C(=O)NCCc2ccc(OCC)c(OCC)c2)c1N
  13	11	2	15	-0.8	-1	nt
65: CC(=O)N1CCCCN2[C@@H](CO)[C@H](c3ccc(-c4ccc(C)cc4)cc3)[C@@H]2C1
  nt	-11	nt	-26	-0.8	-15	4[16.7 µM]
66: CC(=O)N1[C@H](CO)[C@@H](c2ccccc2)C12CN(C(=O)c1ccccc1)C2
  -2	-5	nt	8	1.0	0	nt
67: O=C(O)c1cc(N/N=C/c2c[nH]c3ccccc23)ccc1Cl
  -78	-3	2	-37	-0.9	6	8
68: CCS(=O)(=O)N1CCCCN2[C@H](CO)[C@@H](c3ccc(-c4cccc(C#N)c4)cc3)[C@H]2C1
  4	-1	nt	7	2.2	9	4[16.7 µM]
69: CC(=O)Nc1ccc2nc3ccccc3nc2c1
  -77	-7	-4	-187	-0.7	nt	-12
70: COC(=O)c1ccc(OC)c(CN2CCCN(Cc3ccc(F)cc3)S2(=O)=O)c1
  3	6	4	7	2.6	14	nt
71: Cc1nc(N2CCCCC2C)c2c(C)c(C(=O)Nc3cccc(C(F)(F)F)c3)sc2n1 (stereo not drawn)
  4	nt	1	15	1.4	-1	nt
